Source: PubChem BioAssay
FBPA Giardia inh = qHTS Assay for Inhibitors of Fructose-1,6-bisphosphate Aldolase from Giardia Lamblia; 290,000 tested, 0.71% active; purified Giardia FBPA; A8B2U2; Potency, µM (top dose mostly 59.6 µM), inactives show at the top dose activity, negative = inhibition, usual class: inhibitors; note: potency is the fitted concentration of half-maximal effect; nearly all actives have a fitted effect of over 55% in size
Target sequence (A8B2U2 whole entry, looked up): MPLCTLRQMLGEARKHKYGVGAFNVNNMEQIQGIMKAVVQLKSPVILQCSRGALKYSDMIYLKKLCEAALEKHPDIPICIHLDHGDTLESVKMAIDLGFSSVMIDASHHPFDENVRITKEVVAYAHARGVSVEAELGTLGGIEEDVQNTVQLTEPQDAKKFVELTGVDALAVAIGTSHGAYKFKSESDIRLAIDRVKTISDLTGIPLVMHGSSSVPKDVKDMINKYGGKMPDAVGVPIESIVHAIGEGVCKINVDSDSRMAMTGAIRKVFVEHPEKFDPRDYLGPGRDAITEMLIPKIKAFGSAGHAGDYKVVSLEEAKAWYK
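40 nM FBPA preincubated 10 min at RT with compound (up to 57.5 uM final), then substrate plus GAPDH/TPI/NAD/arsenate coupling and diaphorase/resazurin added. Fluorescence read after 20 min at RT, 525/598 nm.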
HCV inhibitor = qHTS Assay for Inhibitors of Hepatitis C Virus (HCV); Potency, µM (doses to about 41.8 µM), inactives show at the highest dose activity change, negative = inhibition, hits mostly inhibitors; 340,000 tested, 3.4% active; Huh7.5.1 HCVcc-Cre infection, luciferase reporter, 44 h; note: potency is the fitted concentration of half-maximal effect
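Infectious HCV cell culture screen: compound-treated cells (1,000/well, pre-plated 4 h) are infected with HCVcc-Cre at roughly 0.5 moi and grown 44 h. Infection is quantified by luciferase signal after 15 min substrate incubation at room temperature.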
AmpC detergent = qHTS Inhibitors of AmpC Beta-Lactamase (assay with detergent); P00811; AmpC hydrolysis of nitrocefin, absorbance 480 nm, 0.01% Triton; Potency, µM (top dose mostly 114 µM), for inactives: at the top dose activity change, negative = inhibition, actives largely listed as inhibitors; 370,000 tested, 0.041% active; AID 485294, 2010;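 note: potency is the fitted concentration of half-maximal effect; 0% = no-compound wells and -100% = no-enzyme wells; nearly all actives have a fitted effect of over 25% in size; some results filed as inactive show a strong effect at the top dose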
Target sequence (P00811 whole entry, looked up): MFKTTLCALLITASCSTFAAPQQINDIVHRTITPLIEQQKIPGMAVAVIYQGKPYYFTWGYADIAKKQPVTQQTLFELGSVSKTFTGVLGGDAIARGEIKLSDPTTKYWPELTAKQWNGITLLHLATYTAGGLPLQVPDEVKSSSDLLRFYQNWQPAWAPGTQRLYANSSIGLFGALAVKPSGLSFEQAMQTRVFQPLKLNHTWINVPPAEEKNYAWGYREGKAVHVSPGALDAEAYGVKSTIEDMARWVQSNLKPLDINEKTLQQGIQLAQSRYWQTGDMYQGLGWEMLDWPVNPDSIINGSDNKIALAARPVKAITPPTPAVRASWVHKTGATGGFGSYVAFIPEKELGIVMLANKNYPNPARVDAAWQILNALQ
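AmpC (5.3 nM in the dispensed reagent) in 20 mM phosphate pH 7.0 with 0.01% (detergent screen) or 0.0001% Triton X-100 was preincubated with compounds for 15 min at room temperature. Nitrocefin was then added from an 800 uM solution, and hydrolysis was followed at 480 nm.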
AmpC inh no detg = qHTS Inhibitors of AmpC Beta-Lactamase (assay without detergent); AmpC nitrocefin hydrolysis, absorbance 480 nm, 0.0001% Triton; 330,000 tested, 0.52% active; AID 485341, 2010; Potency, µM (doses to about 57.1 µM), for inactives: at the top dose activity change, negative = inhibition, most hits filed as inhibitors;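 note: potency is the fitted concentration of half-maximal effect; plate controls were no compound for no effect and no enzyme for full effect; nearly all actives have a fitted effect of over 20% in size; some results filed as inactive show a strong effect at the top dose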
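20 mM phosphate pH 7.0 + 0.01% (detergent screen) or 0.0001% Triton X-100; 5.3 nM AmpC reagent; cpd preinc 15 min RT; nitrocefin (800 uM stock) to start; A480 q20 s × 4 min; Activity was normalised to no-enzyme and no-compound control wells.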
Sm TGR inh = qHTS Assay for the Inhibitors of Schistosoma Mansoni Peroxiredoxins; purified TGR, DTNB reduction, TNB absorbance 405 nm; Potency, µM (highest dose often 114 µM), for the others: top-dose activity change, negative = inhibition, most hits filed as inhibitors; 360,000 tested, 3% active; note: potency is the fitted concentration of half-maximal effect; nearly all actives have a fitted effect of over 60% in size
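First, TGR (20 nM dispensed) and NADPH were mixed with compound. Second, a 15 min room-temperature incubation followed. Third, further NADPH and then DTNB were added to start the reaction. Finally, TNB absorbance was monitored kinetically.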
HCMV inh = qHTS Assay for inhibitors of the human cytomegalovirus (HCMV); HFF cells, HCMV-luciferase reporter, 72 h; active compounds read low; activity change, negative = inhibition, % at 57.5 µM; 410,000 tested, 4.5% active; AID 1259415, 2018; in the data active = activity change below about -60%; inconclusive = no clear call, values can overlap the other calls; inactive = above about -39%
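Compounds were evaluated in HFFs infected with an HCMV luciferase reporter virus (MOI 1 PFU/cell). Luciferase in lysates collected 72 h post infection served as the replication measure.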
Numbers without * were called inactive; ? = inconclusive; . = no result given; & = joins results of further samples; [ ] = another dose, or the depositor's remark. Unless noted, calls come from the whole dose curve; as a rule, active = well fitted curve in the direction sought with a large enough effect; inconclusive = small, poorly fitted or top-dose-only effect, or another doubt; inactive = no such curve, though single readings can be large; an effect the other way counts as inactive or inconclusive. Unless noted, % is set by controls: 0 for no effect and ±100 for the full control effect. The order is random (roughly 9.9% active in at least one column).

SMILES	FBPA Giardia inh	HCV inhibitor	AmpC detergent	AmpC inh no detg	Sm TGR inh	HCMV inh
CC1(C)CC(=O)C2=C(C1)N(Cc1cccnc1)C(=O)C2(NC(=O)C1CC1)C(F)(F)F (configuration not stated)	2%	20%	0%	-7%	10%	1
O=C(COc1cc2oc(=O)c3c(c2cc1Cl)CCC3)NCCCN1CCCC1=O	.	-12%	4%	85%[activator]	-10%	-30
CC1(C)CC(=O)C(/C=N/c2ccccn2)=C(O)C1	12%	17%	6%	-14%	-1%	26
COc1ccc(OC)c(NC(=O)CSc2ccccc2)c1	-5%	?	?	-21%	-35%	-21
CNC(=O)c1nn(-c2ccc(C)cc2)ccc1=O	5%	8%	0%	-25%	-1%	12
CC(C)C[C@H](CO)Nc1nc(N(C)c2cccc(Cl)c2)c2ncn(C(C)C)c2n1	0%	-22%	7%	180%[activator]	6%	-12
CSCCC(NC(=O)c1ccco1)C(=O)OCc1cc([N+](=O)[O-])cc2c1OCOC2 (configuration not stated)	1%	7%	1%	-23%	-6%	-18
O=C(Nc1cnccn1)c1csc2ccccc12	-9%	8%	?	-24%	-15%	59
Cn1cccc1C(=O)OCC(=O)NCc1cccs1	.	14%	.	-10%	.	11
O=C1NC2(CCCCC2)C(=O)N1c1cccc(Cl)c1	-2%	6%	1%	1%	-8%	18
CC(=O)c1cccc(NC(=O)COC(=O)c2cccc(N3C(=O)c4ccccc4C3=O)c2)c1	4%	6%	-8%	-19%	7%	28
COc1ccc(-c2ccc(SCc3ccccn3)nn2)cc1OC	?	-21%	4%	3%	-1%	73
CC1(c2ccc3c(c2)OCCO3)NC(=O)N(CC(=O)Nc2c(F)cccc2F)C1=O (configuration not stated)	.	23%	0%	-11%	-3%	-13
O=C(CN1c2cccc3cccc(c23)S1(=O)=O)NCc1ccc(F)cc1	.	-2%	.	-29%	.	-23
O=C(OCC1CC(c2ccccc2)=NO1)c1ccc(Br)cc1 (configuration not stated)	2%	7%	2%	-18%	-4%	2
CCc1ccc(NC(=O)c2cc(-c3ccco3)on2)cc1	-2%	0%	-3%	-32%	-21%	-32
COc1ccc(-c2sc(Nc3ccccc3)n[n+]2-c2ccccc2)cc1Br	.	6%	?	-34%	2%	?
COc1ccccc1Cn1ccn(Cc2ccc(C)cc2)c(=O)c1=O	.	.	-9%	.	0%	-31
Cc1cccc(C(=O)Nc2sc(-c3ccccc3)cc2C(=O)O)c1	-1%	13%	1%	-25%	7%	25
C=CCOC(=O)C1=C(C)NC(SCC(=O)N(CC)CC)=C(C#N)C1c1ccccc1 (configuration not stated)	1%	?	?	88%[activator]	3%	-32
O=C(COC(=O)c1cc(S(=O)(=O)Nc2ccccc2Cl)ccc1O)Nc1ccc(F)c(F)c1F	.	12%	.	-24%	.	3
CN(Cc1ccccc1)C(=O)CSc1n[nH]c(N)n1	-9%	1%	7%	-6%	23%	-14
O=C(NCc1ccc(F)cc1)c1ccc(CS(=O)(=O)Cc2ccccc2F)o1	-2%	?	?	-9%	40µM*	-30
CCOC(=O)[C@@H]1[C@H]2COc3ccc(Br)cc3[C@@H]2N2C(=O)N(c3ccc(C(F)(F)F)cc3)C(=O)[C@]12C	-8%	3%	-14%	1%	12%	42
CCc1ccc(OCC(=O)NCc2nc(-c3cccc(C)c3)no2)c(Br)c1	.	.	2%	.	-1%	-24
COc1cccc(N2CCN(c3ncnc4c3c(-c3ccccc3)cn4-c3ccc(F)cc3)CC2)c1	.	.	3%	.	3%	-19
CCOP(=O)(OCC)C1(O)C(=O)Nc2ccccc21 (configuration not stated)	5%	1%	?	-9%	4%	-12
Cc1ccc(O)c(NC(=O)c2ccco2)c1	2%	7%	-2%	-13%	-7%	16
CCN(CC)c1ccc(NC(=O)CCNC(=O)c2ccco2)cc1	-1%	3%	-2%	-20%	-14%	-12
COc1cccc(/C=C/C(=O)OCC(=O)c2ccc3c(c2)NC(=O)CO3)c1OC	0%	-9%	0%	-16%	-14%	8
c1cncc(CSc2nnc(-c3cccnc3)n2Cc2ccco2)c1	-1%	.	?	-14%	?	-30
CSc1ccccc1NC(=O)c1noc2c1CCC2	?	?	25µM*	-57%	-30%	-7
Cc1ccc(NC(=O)N2CCC(C(N)=O)CC2)cc1	-1%	10%	?	-11%	-9%	11
O=C(CCc1ccccc1)N/N=C\C1CC=CCC1 (configuration not stated)	.	20%	3%	-15%	5%	-7
O=c1[nH]c2ccccc2nc1/C=C/c1ccc(O)cc1	-11%	?	6%	-30%	4%	?
Cc1ccc(-c2cc(C(F)(F)F)n3nc(-c4ccc(Cl)cc4)cc3n2)cc1	.	.	3%	.	1%	12
Cc1cccc(NC(=O)CN2c3ccccc3S(=O)(=O)c3ccccc32)c1C	.	.	-10%	.	-13%	25
CCN(CC)C(=O)c1sc2c(c1C)c(=O)n(-c1ccc(Cl)c(Cl)c1)c(=O)n2Cc1cc(=O)n2ccccc2n1	.	.	5%	.	-3%	1
Cc1ccc(C)c(S(=O)(=O)N2CCCCC2CCNC(=O)C(=O)NCc2ccccc2)c1 (configuration not stated)	.	22µM*	-5%	-8%	0%	4
COc1ccc(OC)c(Cc2nnc(CCC(=O)NC3CCCCC3)o2)c1	3%	-2%	8%	4%	2%	-8

Copied from the entries so far, five compounds:
SMILES	FBPA Giardia inh	HCV inhibitor	AmpC detergent	AmpC inh no detg	Sm TGR inh	HCMV inh
CC1(C)CC(=O)C2=C(C1)N(Cc1cccnc1)C(=O)C2(NC(=O)C1CC1)C(F)(F)F (configuration not stated)	2%	20%	0%	-7%	10%	1
O=C(COc1cc2oc(=O)c3c(c2cc1Cl)CCC3)NCCCN1CCCC1=O	.	-12%	4%	85%[activator]	-10%	-30
CC1(C)CC(=O)C(/C=N/c2ccccn2)=C(O)C1	12%	17%	6%	-14%	-1%	26
COc1ccc(OC)c(NC(=O)CSc2ccccc2)c1	-5%	?	?	-21%	-35%	-21
CNC(=O)c1nn(-c2ccc(C)cc2)ccc1=O	5%	8%	0%	-25%	-1%	12

Among those listed so far, two contain an NH in an aromatic ring.
SMILES	FBPA Giardia inh	HCV inhibitor	AmpC detergent	AmpC inh no detg	Sm TGR inh	HCMV inh
CN(Cc1ccccc1)C(=O)CSc1n[nH]c(N)n1	-9%	1%	7%	-6%	23%	-14
O=c1[nH]c2ccccc2nc1/C=C/c1ccc(O)cc1	-11%	?	6%	-30%	4%	?

(list continues)
SMILES	FBPA Giardia inh	HCV inhibitor	AmpC detergent	AmpC inh no detg	Sm TGR inh	HCMV inh
CC(C)(C)NC(=O)CSC(=Nc1cccc(F)c1)NC#N	4%	2%	?	-48%	3%	-4
O=S(=O)(NNc1ccc(F)cc1F)c1cccc(Cl)c1	5%	8%	?	?	-34%	43
Cc1ccc(NC(=O)CN(C)C(=O)CSc2nc3ccccc3o2)cc1	2%	-17%	-2%	1%	5%	52
CC1(C)CC(=O)c2cc3c(nc2C1)CC(C)(C)CC3=O	0%	-5%	2%	-11%	2%	-13
CCC1(C)Cc2ccccc2-c2nc(NCCO)[nH]c(=O)c21 (configuration not stated)	-6%	-19%	2%	-4%	-19%	-14
COCCN(Cc1ccccc1)C(=O)c1cccc(S(=O)(=O)N2CCCc3ccccc32)c1	.	10µM*	0%	105%[activator]	-2%	?
CC1(C)CC(NS(=O)(=O)c2ccc(S(N)(=O)=O)cc2)CC(C)(C)N1	1%	.	2%	-10%	1%	-18
N#Cc1c(N2CCN(C(=O)c3ccccc3)CC2)nc(-c2ccccc2)c2c1CCCC2	1%	?	-1%	14%	1%	?
CN(C)S(=O)(=O)c1ccc(NC=O)cc1	-3%	5%	0%	-15%	.	23
COc1ccccc1NC(=O)CSc1nnc(-c2ccncc2)o1	0%	10%	?	-16%	-11%	96
O=c1cnc2ccccc2n1CC1CCCCC1	-3%	1%	-8%	-11%	-14%	-35
CC(OC(=O)c1ccc2c(c1)C(=O)N(Cc1ccncc1)C2=O)C(=O)Nc1cccc(Cl)c1Cl (configuration not stated)	10%	17%	?	-7%	-9%	-7
CS(=O)(=O)c1sc2nc(-c3ccccc3)cc(-c3ccccc3)c2c1N	-9%	-21%	3%	-24%	-13%	-19
Cc1ccccc1N(C(=O)c1snc(C(N)=O)c1N)C(C(=O)NC1CCCC1)c1ccco1 (configuration not stated)	-6%	-15%	-12%	-17%	-19%	-21
Cc1cc(C)n2c(Br)c(CSc3nc4ccccc4o3)nc2n1	-25%	?	-10%	67%[activator]	0%	-18
Cc1ccc(S(=O)(=O)NCC2CCCO2)cc1[N+](=O)[O-] (configuration not stated)	5%	27%	-11%	2%	3%	-2
Cn1nc(NC(=O)CC(C)(C)CC(=O)O)c2ccccc21	0%	3%	-7%	-16%	0%	2
CC1CCCN(C(=O)CSc2ncccn2)C1 (configuration not stated)	2%	2%	-11%	-14%	-1%	-19
O=C(C1CC1)N1CCc2cc(Br)cc(S(=O)(=O)N3CCN(c4ccccc4F)CC3)c21	.	.	-4%	.	2%	7
COc1ccc(S(=O)(=O)N(CC(=O)NCc2ccco2)c2ccccc2)cc1OC	1%	17%	-8%	-5%	-22%	4
Cc1cnc(NC(=O)CSC(=S)N2CCOCC2)s1	-19%	-4%	2%	-9%	-2%	-23
CCc1cccc(C)c1NC(=S)N1CCCCC1c1cccnc1 (configuration not stated)	0%	6%	7%	-15%	-1%	0
Cn1nc(OCCOc2ccccc2)ccc1=O	2%	5%	?	-9%	0%	-8
O=C(Nc1ccncc1)c1cccc(S(=O)(=O)N2CCN(c3ccc(F)cc3)CC2)c1	.	?	-14%	-31%	1%	-71*
CCCNC(=O)CSc1nc2ccccc2c(=O)n1CCC	6%	0%	-17%	-5%	13%	-5
COc1cc(CN2CCC(C(=O)NC3CCCC3)CC2)ccc1O	-30%	1%&-12%	-13%	-7%	?	-10
NC(=O)Cn1nnc(-c2ccc(C(F)(F)F)cc2)n1	6%	11%	-3%	2%	-2%	-24
COc1ccccc1N(Cc1ccccc1)S(=O)(=O)c1cccc(C(=O)O)c1	?	5%	-5%	-19%	6%	0
CCN1CCN(CC(O)COC(c2ccccc2)c2ccccc2)CC1 (configuration not stated)	4%	21%	4%	50%	9%	?
CC(=O)c1ccc(NC(=O)C(NC(=O)c2ccccc2)=C(C)C)cc1	8%	15%	-6%	-24%	-1%	18
Cc1ccc(-n2nnc(-c3nsc(NC(=O)c4ccc(C)c(C)c4)n3)c2C)cc1	.	.	1%	.	12%	0
COc1ccc(S(=O)(=O)N2CCOCC2)cc1C(=O)Nc1cc(C)on1	0%	7%	2%	-16%	-3%	-16
N#C/C(=C/c1ccc(Br)o1)C(N)=O	-1%	-11%	-6%	-35%	-23%	17
Cc1cc(Cl)c(S(=O)(=O)N2CCSCC2)cc1OCC(N)=O	0%	-16%	-9%	-8%	2%	-6
COC(=O)CCc1n[nH]c(=O)[nH]c1=O	-7%	2%	?	-5%	6%	22
CC1=C(C(=O)Nc2ccccn2)C(c2ccc(N(C)C)cc2)n2ncnc2N1 (configuration not stated)	0%	1%	2%	-19%	-9%	93
N#CCCN(Cc1ccccc1)C(=O)c1cccs1	22%	3%	-1%	-2%	-12%	13
